High-throughput results as filed in PubChem.
IL2 activator = qHTS of IL-2 Activators | IL-2 activation reporter assay, cell-based qHTS; stimulated with anti-CD3/CD4/CD28 beads; in transgenic mouse T cells | activation, % (series mostly up to about 46 µM) | 0.065% of 360,000 active; in the data active = activation above about 50%; inconclusive = mostly about 30% to 49%; also: 0% is about no effect
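Using fluorescent plate cytometry, EGFP and DsRed are detected in transgenic mouse T cells stimulated 18 h at 37 degrees C with antibody-coated beads after 60 min compound pretreatment.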
PLK1 PBD inh = qHTS for Inhibitors of PLK1-PDB (polo-like kinase 1 - polo-box domain): Primary Screen. Serine/threonine-protein kinase PLK1 (Homo sapiens), P53350. Plk1 PBD binding of FITC phosphopeptide, fluorescence polarization. Potency, µM, without a hit: max response, negative = inhibition, usual class: inhibitors. 2.8% of 360,000 active; also: potency is read from the fitted curve at half-maximal effect; series mostly up to about 57 µM; % is scaled to controls: 0 for no effect and ±100 for the full control effect; nearly all actives have a fitted effect of over 65% in size
GLP1R inv ag = qHTS of GLP-1 Receptor Inverse Agonists (Inhibition Mode); Glucagon-like peptide 1 receptor (Homo sapiens), P43220; HEK293 GLP-1R CRE-luciferase, luminescence, 24 h; GLP-1R form is constitutively active; Potency, µM (titrated, usually from 38.3 µM), without a hit: at the top dose activity change, negative = inhibition, actives largely listed as inhibitors; 1.6% of 410,000 active; also: potency is read from the fitted curve at half-maximal effect; % is scaled to controls: 0 for no effect and ±100 for the full control effect; nearly all actives have a fitted effect of over 55% in size
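HEK293 cells stably co-expressing constitutively active GLP-1R and a cAMP-responsive luciferase reporter were seeded in DMEM with 10% Nu serum, given compounds after 12 h, and incubated 24 h at 37 deg C. Luminescence was then read.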
DRD3 agonist = qHTS of D3 Dopamine Receptor Agonist: qHTS. 0.58% of 410,000 active. max activation, %. D3R DiscoveRx beta-arrestin cells, luminescence, 90 min. AID 652048, 2013; in the data active = max activation above about 30%; also: 0% is about no effect; mostly tested at two doses, the higher about 12 µM
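Agonist-mode cell screen: cells plated at 1500/well and incubated overnight at 37 °C, then exposed to library compounds for 90 min at 37 °C. Detection reagent was added for 30–60 min at room temperature, and luminescence was read.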
HEK293 tox = qHTS of GLP-1 Receptor Inverse Agonists: Cytotox Screen. HEK293 cAMP-luciferase reporter cells, luminescence, 24 h. Potency, µM (titrated, usually from 38.3 µM), for the others: at the highest dose activity change, negative = inhibition, usual class: inhibitors. AID 624418, 2012. 0.13% of 410,000 active;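 also: loss of luciferase light is scored as toxicity; potency is read from the fitted curve at half-maximal effect; % is scaled to controls: 0 for no effect and ±100 for the full control effect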
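A 23 nL compound transfer followed 12 hours of cell culture at 37 deg C; exposure then lasted 24 hr. Luciferase assay detection reagent was dispensed and plates read for luminescence after a 12 min room-temperature wait.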
D3 antag = qHTS of D3 Dopamine Receptor Antagonist: qHTS; D3R cells, DiscoveRx beta-arrestin luminescence, antagonist mode; active compounds read low; D(3) dopamine receptor (Homo sapiens), P35462; 2.5% of 360,000 active; max response, negative = inhibition, %; in the data active = max response below about -50%; inconclusive = no clear call, values can overlap the other calls; also: % is scaled to controls: 0 for no effect and ±100 for the full control effect; mostly tested at two doses, the higher about 12 µM
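Cells plated overnight at 1500 cells/well, then exposed to library compounds with dopamine controls for 90 minutes at 37 degrees C. DiscoveRx reagent added for 30–60 minutes at room temperature; luminescence read, quantitative HTS format.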
PI5P4Ka inh = qHTS for Inhibitors of phosphatidylinositol 5-phosphate 4-kinase (PI5P4K); Phosphatidylinositol 5-phosphate 4-kinase type-2 alpha (Homo sapiens), P48426; PI5P4Kalpha enzyme, ADP-Glo luminescence, 60 min; active compounds read low; max response, %; 1.2% of 330,000 active; AID 652105, 2013; active = max response of -50% or lower; inconclusive = between -30% and -50%; inactive = -30% or higher; also: value at the top dose of about 77 µM; % is scaled to controls: 0 for no effect and ±100 for the full control effect
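Single end-point luminescence (ADP-Glo) quantified ADP from PI5P4Kalpha turnover; ATP 5 microM final, 1 h at RT, 0.1% CHAPS and 0.28 mM EGTA in HEPES pH 7.4.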
GLP-1R agonist = qHTS of GLP-1 Receptor Agonists | Glucagon-like peptide 1 receptor (Homo sapiens), P43220 | HEK293 GLP-1R CRE-luciferase, luminescence, 4-6 h; cells express a hypersensitive GLP-1R form | Potency, µM (doses to about 45.6 µM), inactives show at the highest dose activation, actives largely listed as activators | 0.007% of 380,000 active | AID 624172, 2012; also: potency is read from the fitted curve at half-maximal effect; % of control where 0% means no effect
WRN helicase inh = qHTS for Inhibitors of WRN Helicase; AID 651768, 2012; Bifunctional 3'-5' exonuclease/ATP-dependent helicase WRN (Homo sapiens), Q14191; Potency, µM (titrated, usually from 114 µM), without a hit: at the top dose activity change, negative = inhibition, usual class: inhibitors; 0.46% of 360,000 active; WRN helicase unwinding, fluorescent forked duplex, kinetic; also: potency is read from the fitted curve at half-maximal effect; % is scaled to controls: 0 for no effect and ±100 for the full control effect; nearly all actives have a fitted effect of over 55% in size
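Screening of the MLSMR collection measured strand separation of a quenched forked DNA duplex (100 nM) by 20 nM WRN with 2 mM ATP, all final. Compounds were preincubated with enzyme 15 min at room temperature.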
Numbers without * were called inactive; ? = inconclusive; . = no result given; [ ] = another dose, or the depositor's remark. Unless noted, calls follow the shape of the dose curve; as a rule, active = well fitted curve in the direction sought with a large enough effect; inconclusive = small, poorly fitted or top-dose-only effect, or another doubt; inactive = no such curve, though single readings can be large; an effect the other way counts as inactive or inconclusive. This is a subset. The share of hits here may be higher or lower than overall.

SMILES | IL2 activator | PLK1 PBD inh | GLP1R inv ag | DRD3 agonist | HEK293 tox | D3 antag | PI5P4Ka inh | GLP-1R agonist | WRN helicase inh
COc1ccc(OC)c(NC(=O)C2C(C(=O)O)C3(Cl)C(Cl)=C(Cl)C2(Cl)C3(Cl)Cl)c1 (centres undefined) | -0.5 | ? | ? | 2.1 | -12.1% | -14.8 | -7.0 | -1.9% | -3.3%
CCC(CO)NC(=O)C1C=C2c3cccc4[nH]cc(c34)CC2N(C)C1 (centres undefined) | 0.0 | -26.5% | 1.8% | 15.1 | 5.0% | -56.7* | -10.5 | -2.0% | -12.1%
COc1cccc(Nc2nc(C(N)Cc3ccc(F)cc3)cs2)n1 (centres undefined) | -0.6 | -7.9% | ? | -1.3 | -23.9% | 2.4 | 17.8 | -4.6% | -14.3%
CC1(C)CN=C(Nc2ccc(F)c(F)c2)S1 | 0.7 | -11.3% | 10.6% | -0.8 | -2.6% | 12.0 | 0.0 | 17.8% | 5.5%
Clc1ccc2c(c1)C(OC1CN3CCC1CC3)c1ccccc1CS2 (centres undefined) | -3.6 | -10.4% | 2.82µM* | -48.3 | ? | -27.7 | 0.1 | -20.4% | 8.0%
CC(C)NC(=O)c1ccc(N2CC3CC(C2)c2cccc(=O)n2C3)c([N+](=O)[O-])c1 (centres undefined) | 0.7 | -7.7% | -13.5%[0.307 µM] | -12.0 | 0.1%[0.307 µM] | -3.5 | 0.9 | 11.9% | -5.4%
O=C(O)C1C2c3ccccc3C(c3ccccc32)C1C(=O)Nc1ccccc1 (centres undefined) | -2.4 | -18.0% | -28.7% | 2.0 | -2.8% | -18.4 | -1.1 | 12.8% | -1.4%
COc1ccc(CN2CCCC(C(=O)c3cccc(Cl)c3)C2)cc1 (centres undefined) | 2.0 | -0.8% | ? | -18.9 | -20.6% | -73.2* | -1.7 | -1.7% | 0.5%
O=C1CC(=O)N(c2cccc(C(F)(F)F)c2)C(=O)N1 | 0.6 | ? | 3.7% | 0.6 | 18.0% | 10.9 | -0.5 | -1.4% | 0.6%
O=C1NC(c2cc3ccccc3nc2Cl)Nc2ccccc21 (centres undefined) | -0.3 | 0.9% | -8.0% | 6.4 | 3.9%[1.53 µM] | 10.0 | 2.4 | 5.9% | -19.9%[57.1 µM]
CCN(CC)CCCN=C(C)c1c(O)n(C2CCCCC2)c(=O)[nH]c1=O | -2.0 | -11.1% | -9.4% | -22.7 | 3.4% | ? | . | -4.1% | 4.9%
C[C@H]1O[C@@H](OC2CC[C@]3(C=O)[C@H]4CC[C@]5(C)[C@@H](C6=CC(=O)OC6)CC[C@]5(O)[C@@H]4CC[C@]3(O)C2)CC2OC(C)(C)OC21 (some centres undefined) | 0.2 | -4.2% | ? | 1.4 | ? | 34.4 | 9.1 | -6.8% | -10.1%
CC(C)OC(=O)Nc1ccc(N=C(N)N[N+](=O)[O-])cc1 | 0.4 | 6.7% | 0.5% | 6.3 | 3.4% | 3.7 | -3.3 | 5.8% | 6.2%
O=C(CN1CCCCC1)c1cccc(Br)c1 | 1.8 | -3.6% | 7.2% | -7.1 | -6.8% | -18.0 | -2.5 | -9.9% | 7.6%
CC(NCc1ccccc1Cl)C(O)c1ccccc1 (centres undefined) | 0.0 | -11.2% | -9.0% | -22.3 | -0.1% | ? | . | 22.8% | -5.6%
O=c1[nH]c(=O)n(Cc2ccc(F)cc2)c(O)c1C=NCC1CCCO1 (centres undefined) | -0.3 | -15.7% | -0.4% | -8.9 | 12.3% | -11.6 | 0.4 | 2.5% | 2.1%
O=[N+]([O-])c1cccc(NP(=O)(Oc2ccccc2)Oc2ccccc2)c1 | -3.4 | -4.3% | ? | -0.9 | -27.4% | -8.3 | 19.5 | 27.0% | -6.2%
O=C(COc1ccc2ccc(=O)oc2c1)N1CCC(C(=O)O)(c2ccccc2)CC1 | 0.0 | -8.3% | 6.7% | -4.9 | 22.5% | ? | -4.3 | -1.8% | 3.5%
CN1CCN(CC#CCOc2ccc(Cl)cc2)CC1 | -0.5 | -10.9% | -24.8% | -15.6 | 0.2% | -23.4 | -1.8 | 2.3% | 2.7%
CC12CCC3C(CCC4(O)CC(O)CCC34C=NO)C1(O)CCC2C1=COC(=O)C1 (centres undefined) | -0.4 | -0.6% | ? | 3.0 | -59.0% | 2.1 | -7.3 | -5.3% | 12.5%
O=C(NCC1=C(c2cccc3ccccc23)C[C@@H]2CC[C@H]1N2Cc1ccco1)c1cccs1 | -3.3 | 8.0% | 10µM* | -13.3 | ? | -50.6* | 0.1 | -7.7% | -11.0%
Cc1nn(CC(C)C)c(Cl)c1C(=O)NC1CCCC1 | 1.4 | -5.5% | -5.8% | 1.4 | 2.1% | 10.2 | 0.3 | -2.1% | 3.8%
CCN1C[C@@]2(COC)C3[C@@H](OC)[C@H]4[C@@H]1[C@@]3(C1C[C@H]3[C@H](OC(=O)c5ccccc5)C1[C@]4(OC(C)=O)C[C@H]3OC)[C@@H](OC)C[C@H]2O (some centres undefined) | 0.0 | -5.0% | 1.6% | 5.5 | 2.1% | 0.0 | -4.3 | 11.4% | 5.5%
N#Cc1cc2c(nc1SCC(=O)Nc1ccc(F)c(Cl)c1)C1CCN2CC1 | . | . | 14.1% | 0.8 | 5.3% | . | . | 0.1% | .
Cc1ccc(C(C#N)=Cc2ccc3c(c2)OCO3)cc1 | -2.9 | -11.2% | 10µM* | 4.5 | -11.6% | 3.8 | 3.5 | -0.1% | -3.5%
O=C1NC(=O)N(Cc2ccc(F)cc2)C(=O)/C1=C\c1ccc([N+](=O)[O-])s1 | 2.7 | 2.67µM* | -9.0% | -12.8 | -26.0% | -55.5* | -78.6* | -1.3% | 39.8µM*
Cc1nn(Cc2ccccc2)c(Cl)c1C(=O)O | 2.1 | -5.7% | 1.0% | 5.5 | -10.7% | 15.6 | 1.2 | -1.5% | 8.1%
CC(C)[N+]12CCC(CC1)C(C(O)(c1ccccc1)c1ccccc1)C2 (centres undefined) | -0.2 | 4.1% | 2.2% | -10.9 | -8.6% | 5.8 | -3.7 | -6.1% | -4.2%
Cc1cc(C)n2nc(SCC(=O)N3CCC4(CC3)OCCO4)nc2n1 | -1.1 | -6.2% | 21.1% | 6.3 | 0.3% | -3.8 | . | 4.0% | 4.6%
COc1ccc2c(c1OC)C(=O)OC2c1c(O)n(Cc2ccc(F)cc2)c(=O)[nH]c1=O (centres undefined) | -2.9 | ? | 1.0% | -13.3 | 4.7% | -25.3 | . | -7.2% | ?
C=C1C(=O)OC2CC(C)C3C=CC(=O)C3(C)C(O)C12 (centres undefined) | -4.0 | -13.4% | ? | -26.2 | -64.7% | -74.8* | 2.8 | -33.7%[inhibitor] | -31.0%
C[C@]12CC[C@@H](O)CC1=CCC1C2CC[C@@]2(C)C1C[C@@H](F)[C@H]2O (some centres undefined) | 0.2 | 0.4% | ? | 2.3 | -5.7% | 21.8 | -2.7 | 4.4% | 6.8%
CCOP(=S)(OCC)Oc1cc(C)oc(=O)c1 | 0.4 | 29.9µM* | -4.5% | 2.5 | 6.0% | 2.9 | -12.6 | 1.7% | -1.1%
Cc1cc(C)cc(N2C(=O)NC(=O)/C(=C/c3cccn3-c3ccc(Cl)cc3)C2=O)c1 | -3.7 | ? | 11.2% | -4.2 | -9.1% | -7.0 | -26.4 | 6.0% | -14.6%[11.6 µM]
COc1ccc(CC(=O)Nc2ccc3c(C(F)(F)F)cc(=O)oc3c2)cc1OC | -2.6 | 4.0% | -0.1% | -10.4 | -17.5% | 2.6 | 23.2 | 3.1% | -11.2%
COc1ccc(NC(=O)C2C3CCC(O3)C2C(=O)O)c(OC)c1 (centres undefined) | -0.8 | -2.1% | ? | 10.4 | -17.8% | -23.1 | 0.8 | -1.8% | -2.5%[57.1 µM]
CN(C)c1ccc([N+](=O)[O-])c([N+](=O)[O-])c1 | 0.2 | -9.5% | 5.9% | -10.3 | ? | -14.9 | -6.9 | 6.3% | -0.4%
CCOC(=O)c1cc(C)n(CCc2cnc[nH]2)c1C | -0.1 | -11.3% | 5.0% | -11.3 | 21.6% | 3.1 | 0.2 | 9.4% | 5.5%
c1ccc(N2C3C4CC(C5CCCC54)C32)cc1 (centres undefined) | -0.5 | 4.9% | 0.8% | 1.1 | 5.9% | -13.6 | 1.5 | 3.0% | -0.6%
N=C1SCC(=O)N1Cc1ccccc1 | 2.8 | -13.9% | 0.9% | 3.1 | 7.2% | 5.3 | -0.6 | 2.5% | 1.8%
